# Source: PubChem BioAssay (several laboratories)
# CHOP inhibitor – blocks CHOP induction under ER stress; CHO-K1 CHOP-promoter luciferase, tunicamycin-induced, 15-18 h; inhibition, % at 10 µM; actives 3.8% (n = 220,000); AID 2732;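 active = compounds that reduced the stress-induced luciferase reporter signal by more than about 70% of percent inhibition, limit read from the data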;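 note: 0% = tunicamycin plus vehicle and 100% = wells without tunicamycin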
# NPY-Y1 antag – NPY-Y1 (human) receptor antagonism | HEK293-CNG Y1 cells, membrane potential fluorescence; NPY at EC95, then isoproterenol | inhibition, % at 3.6 µM | actives 1% (n = 200,000) | AID 1040;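 active = inhibition above the campaign mean inhibition of all tested compounds plus 3 SD, cut at about 20% in these data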;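 note: 0% = DMSO wells given NPY plus isoproterenol and 100% = isoproterenol alone without NPY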
# Target sequence (P25929 whole entry, looked up): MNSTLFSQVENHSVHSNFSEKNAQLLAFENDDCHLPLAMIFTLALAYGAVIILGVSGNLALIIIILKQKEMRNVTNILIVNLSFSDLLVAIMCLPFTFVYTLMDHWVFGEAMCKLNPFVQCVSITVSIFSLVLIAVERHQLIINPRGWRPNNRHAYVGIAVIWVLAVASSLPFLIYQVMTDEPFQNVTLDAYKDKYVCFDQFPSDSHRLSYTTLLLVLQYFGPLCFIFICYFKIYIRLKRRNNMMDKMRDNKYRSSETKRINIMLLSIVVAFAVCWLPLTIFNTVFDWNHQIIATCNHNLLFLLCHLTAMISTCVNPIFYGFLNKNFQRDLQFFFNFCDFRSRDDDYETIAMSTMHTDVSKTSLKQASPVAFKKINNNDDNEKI
#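 Material: Y1- and CNG-channel-expressing HEK293 cells / Probe or stimulus: NPY 25 nM then isoproterenol 1 µM plus Ro 20-1724 25 µM / Doses: 3.6 µM single dose, DMSO 0.4% / Schedule: compound incubation 1 h at room temperature, readout 45 min post-stimulation / Signal: membrane potential fluorescence / Benchmarks: isoproterenol-only wells as full block versus NPY-plus-isoproterenol wells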
# S1P4 ag – human S1P4 receptor agonism | O95977 | S1P4-expressing cell line, agonist reporter assay | activation, % at 4.98 µM | actives 0.35% (n = 220,000) | AID 1509; in the data active = activation above about 11%;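 note: 0% = DMSO vehicle and 100% = reference agonist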
# NPY-Y1 PAM-ag – human NPY-Y1 potentiation or agonism, primary screen. P25929. NPY-Y1 expressing cells, potentiator/agonist activation. activation, % at 3.6 µM. actives 0.37% (n = 220,000). AID 1304; in the data active = activation above about 33%, passing the limit was not always enough;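 note: cells stimulated with NPY at EC10 then isoproterenol at EC100; 0% = low agonist plus stimulus and 100% = saturating agonist plus stimulus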
# NPY2 pot ag – human NPY-Y2 potentiation or agonism, primary screen. actives 0.45% (n = 220,000). P49146. activation, % at 3.6 µM. cells expressing NPY-Y2, potentiator/agonist read-out; in the data active = activation above about 27%;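 note: cells stimulated with NPY near EC25 plus isoproterenol at EC100; 0% = vehicle plus submaximal agonist and 100% = vehicle plus saturating agonist; some results beyond the cut were filed as inactive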
# Target sequence (P49146 whole entry, looked up): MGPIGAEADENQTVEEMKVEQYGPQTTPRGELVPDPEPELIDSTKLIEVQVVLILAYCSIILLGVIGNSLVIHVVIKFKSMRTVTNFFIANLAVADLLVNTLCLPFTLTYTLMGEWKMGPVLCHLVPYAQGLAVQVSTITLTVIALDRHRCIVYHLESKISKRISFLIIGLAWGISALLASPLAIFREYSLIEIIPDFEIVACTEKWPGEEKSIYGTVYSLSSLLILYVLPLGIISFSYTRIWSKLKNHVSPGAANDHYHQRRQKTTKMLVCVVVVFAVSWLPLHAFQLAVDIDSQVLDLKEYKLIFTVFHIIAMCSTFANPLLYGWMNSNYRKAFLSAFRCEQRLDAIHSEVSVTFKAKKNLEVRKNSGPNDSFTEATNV
# TRPN1 ag – zebrafish TRPN1 (NompC) channel agonism | HEK293 zebrafish TRPN1-YFP, Fluo-8 calcium fluorescence; 100% = response to 87 µM carbachol | activation, % at 3 µM | actives 0.18% (n = 220,000) | AID 1424;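 active = activation above its plate's cutoff, the mean activation of test wells on that plate plus 3 SD, cut at about 19% in these data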;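 note: 0% = DMSO alone and 100% = 87 µM carbachol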
#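 Material: zebrafish TRPN1-YFP in HEK293 cells. Doses: one dose of 3 µM, 0.3% DMSO. Incubation: dye 1 h 37 °C plus 30 min RT. Measured by: intracellular calcium fluorescence with Fluo-8.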
# S1P4 antag – human S1P4 receptor antagonism; S1P4-expressing cells, antagonist mode, reporter read-out; inhibition, % at 4.98 µM; O95977; actives 0.26% (n = 220,000); in the data active = inhibition above about 29%;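 note: 0% = wells stimulated with agonist and 100% = vehicle wells without agonist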
# EP2 mod – modulates human prostaglandin E2 receptor EP2 signaling; P43116; EP2-expressing cells, cAMP HTRF FRET, PGE2 co-stimulation; induction, % at 25 µM; actives 0.83% (n = 260,000);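 active = compounds whose cAMP rise, as percent of the full-agonist control response, exceeds 60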;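 note: rat C6 glioma line stably carrying human EP2 under a CMV promoter; the protocol text gives 20 µM as final concentration; 100% = response of wells given 1 µM PGE2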
# Target sequence (P43116 whole entry, looked up): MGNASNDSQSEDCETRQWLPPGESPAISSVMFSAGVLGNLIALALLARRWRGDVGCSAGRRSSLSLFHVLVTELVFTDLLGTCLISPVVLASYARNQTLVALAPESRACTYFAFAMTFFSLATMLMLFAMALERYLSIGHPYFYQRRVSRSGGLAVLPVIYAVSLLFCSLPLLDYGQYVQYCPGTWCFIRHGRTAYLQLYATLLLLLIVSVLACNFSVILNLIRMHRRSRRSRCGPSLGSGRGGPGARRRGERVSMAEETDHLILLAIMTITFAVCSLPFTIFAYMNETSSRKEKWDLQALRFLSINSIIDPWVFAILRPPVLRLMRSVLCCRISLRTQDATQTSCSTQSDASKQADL
# TRPML3 ag – agonists of human TRPML3 channel | HEK293 TRPML3-YFP, Fluo-8 calcium fluorescence; 100% = the carbachol control signal | activation, % at 3 µM | actives 0.29% (n = 220,000) | AID 1448;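 active = activation above its plate's cutoff, the mean activation of the plate's test wells plus 3 SD, cut at about 12% in these data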;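 note: 0% = DMSO only wells and 100% = carbachol wells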
#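 Material: TRPML3-YFP stable HEK293 cells | Dosing: One concentration, 3 µM nominal, 0.3% DMSO | Timing: 125 s total fluorescence read per well | Technique: Fluo-8 calcium dye fluorescence, ex 470-495, em 515-575 nm | Measure: Percent activation from peak-to-basal fluorescence ratio, scaled between DMSO and carbachol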
# * hit, by the source's call; · = not tested or not shown; & = joins results of further samples. Not a hit list, and some 6.5% of all compounds hit somewhere here.
SMILES,CHOP inhibitor,NPY-Y1 antag,S1P4 ag,NPY-Y1 PAM-ag,NPY2 pot ag,TRPN1 ag,S1P4 antag,EP2 mod,TRPML3 ag
Cc1ccccc1CN(c1ccc(C(=O)NCCC2=CCCCC2)cc1)S(C)(=O)=O,53.0,0.4,1.8,2.1,-6.1,2.1,-17.1,-12.3,1.0
Cc1ccc(OCC(O)CN2CCN(Cc3ccc4c(c3)OCO4)CC2)cc1C (stereo not given),14.3,17.1,1.4,-27.2,-1.9,1.1,-10.0,-21.6,1.3
CCCNNC(=O)C(O)(c1cccc(C)c1)c1cccc(C)c1,-40.3,25.7*,0.1,-11.0,-1.2,-1.8,-23.0,32.0,-0.3
COc1cccc(OC)c1CN(C)C(=O)c1cnccc1C(F)(F)F,16.4,·,2.9,10.5,-2.0,0.0,-13.2,2.7,-0.1
O=C(N/N=C/c1ccc([N+](=O)[O-])o1)c1cc(-c2ccncc2)nc2ccccc12,-23.2,-2.3,-0.1,-3.9,-0.7,1.0,9.3,-8.0,-0.4
C(#CCN1CCC(Cc2ccccc2)CC1)COCCOCc1ccccc1,-7.2,3.6,0.5,-19.7,-1.4,0.8,-16.0,-44.2,-0.1
CCOC(=O)c1c(/N=C/N(C)C)sc(/C=N/Nc2ccccc2)c1-c1ccccc1Cl,1.5,-0.8,0.8,-14.7,-5.8,-0.6,-1.8,6.5,-0.6
Cc1ccc(SCc2cc(-c3ccc(Cl)cc3)no2)cc1,39.3,6.4,0.6,-10.7,4.9,-0.1,-9.6,-14.4,0.4
COC(=O)C(Nc1nccs1)(OC)C(F)(F)F (stereo not given),49.3,-0.2,1.6,-3.4,9.2,0.2,-9.9,1.6,-0.3
CCOC(=O)N1CCN(c2c(NCCN3CCCCC3CC)c(=O)c2=O)CC1 (stereo not given),-2.2,-0.1,-3.0,-9.6,-7.0,0.7,-36.1,17.0,-0.1
COc1cc(CNC2CCCCC2OC)cc(OC)c1OC (stereo not given),-7.7,4.1,0.1,2.3,1.4,-0.4,-6.8,-4.9,1.6
CCOC(=O)C1(Cc2ccc(Cl)cc2)CCN(C(=O)c2cscn2)CC1,18.4,-3.5,2.2,0.8,-8.6,0.6,-2.6,23.2,-0.9
COC(=O)c1ccc(NC(=S)N2CCCC2)cc1,-1.3,1.2,2.1,13.3,8.7,0.4,-6.4,27.1,0.7
CCN(c1ccccc1)S(=O)(=O)c1cccc(C(=O)NCC(c2cccs2)N(C)C)c1 (stereo not given),3.0,2.3,-0.2,-14.7,8.1,-1.0,-10.3,-18.9,0.6
Cn1c(=O)c2c(ncn2CC(=O)Nc2ccccc2)n(C)c1=O,12.2,2.4,-2.9,-18.4,-1.2,2.0,-8.8,-22.6,1.1
O=C(Cn1cc2c(n1)CCCC2)NCCCN1CCN(C2CCCCC2)CC1,19.2,2.0,-1.5,-1.4,4.5,1.6,-9.3,8.7,0.2
CCOC(=O)c1c(C)c(C(=O)NCc2ccco2)c(C)n1CC,10.6,-2.4,1.1,10.5,5.5,0.0,-4.8,8.0,-0.1
Cn1c(=O)c2cc(S(=O)(=O)NCCC(=O)NCCC3=CCCCC3)ccc2n(C)c1=O,-1.8,-1.9,1.1,3.8,10.6,-0.4,-4.0,-10.9,0.1
CC1CCc2c(sc(NC(=O)CSc3nnc(-c4ccccc4)o3)c2C#N)C1 (stereo not given),73.8*,8.6,-1.1,-30.8,10.0,2.1,-14.4,-9.5,0.9
Cc1ccnc(NC(=O)c2ccc(COc3ccc(Cl)cc3)o2)c1,-18.6,5.0,-0.6,-32.1,-25.6,-0.3,11.4,-17.9,-0.5
COCC(=O)Nc1nc2n(n1)C(c1ccccc1)CC(c1ccc(OC)cc1)N2 (stereo not given),9.3,5.9,0.8,-5.1,-25.1,2.4,4.3,3.8,-0.2
COc1ccc(CC(=O)NN2C(=O)c3ccccc3C2=O)cc1,18.6,2.5,0.2,-9.6,-3.5,0.5,-5.9,10.4,1.0
CCn1c(SCC(=O)Nc2cc(C)on2)nnc1-c1ccccc1,16.9,-0.8,0.4,-19.2,-5.9,0.6,-10.8,8.2,0.5
O=C(Nc1ccc(CN2CCOCC2)cc1)c1cc2ccccn2n1,42.5,0.3,2.8,-10.6,-10.4,2.5,-7.5,18.6,2.0
O=C(Nc1ccccc1)N1N=C(c2ccc(F)cc2)CC1c1ccc(F)cc1 (stereo not given),24.5,1.1,1.7,-8.2,11.7,0.8,-16.1,33.5,0.1
# Later entries:
SMILES,CHOP inhibitor,NPY-Y1 antag,S1P4 ag,NPY-Y1 PAM-ag,NPY2 pot ag,TRPN1 ag,S1P4 antag,EP2 mod,TRPML3 ag
Clc1ncnc2c1oc1ccccc12,-32.8,-5.0,-2.3,1.9,-7.8,0.0,9.1,14.0,0.8
COC(=O)C1=C(N)Oc2c(oc(CO)cc2=O)C1c1ccccc1F (stereo not given),2.5,0.4,-0.5,-17.0,-7.5,0.1,-6.9,38.8,-0.3
Brc1ccc2nc(N3CCCC3)sc2c1,31.0,-8.1,-0.4,9.8,-7.1,-0.1,-19.9,-35.9,0.6
CC1CCN(S(=O)(=O)c2cn(C)c(=O)n(C)c2=O)CC1,-26.5,0.1,-1.6,9.5,-7.3,3.0,-22.2,13.4,0.0
COc1ccc(Nc2nc(-c3cccs3)nc3ccccc23)cc1,44.7,2.1,-0.2,-8.1,20.2,-0.1,-3.7,45.1,1.5
CN1CCCN(CC(O)COCc2cccs2)CC1 (stereo not given),0.5,-0.8,-0.1,15.5,-5.7,-0.2,4.0,8.9,1.4
Cn1c(SCC(=O)Nc2ccccc2-c2ccccc2)nnc1-c1ccco1,11.4,0.5,-0.7,4.5,10.2,-0.9,-12.7,13.1,-0.1
Cc1oc(-c2cc3c(cc2Cl)OCO3)nc1CN1CCCC(C(=O)N2CCOCC2)C1 (stereo not given),30.6,0.1,-0.3,2.6,-8.6,-1.6,-20.6,10.0,0.3
Cc1ccc(CN=C(N)Nc2nc(C)cc(C)n2)cc1,-3.6,12.2,2.1,-9.9,-30.6,1.0,-6.0,-47.3,0.5
COc1cccc(C(=O)Nc2c3c(nn2-c2cccc(C)c2C)CS(=O)(=O)C3)c1OC,14.3,3.6,0.1,7.1,-4.7,0.0,1.8,40.8,0.1
Cc1ccc(S(=O)(=O)Nc2ccc(Cl)cc2C(=O)c2ccccc2)cc1,21.1,6.3,0.2,12.8,7.1,-0.3,-9.8,44.8,4.2
CCOC(=O)C1(CCOc2ccccc2)CCN(Cc2ccc3c(c2)OCCO3)CC1,48.9,20.6*,-1.6,-19.9,-41.0,2.6,-7.4,-25.3,1.8
CCCCOc1ccc(-c2c(C(=O)Nc3ccccc3)c(C)[nH]c(=S)c2C#N)cc1,10.7,-3.5,1.1,1.4,14.1,0.1,-2.2,72.8*,0.7
Cc1ccc(NC(=O)CSc2nnc(-c3ccco3)o2)cc1,1.0,3.8,-0.8,-16.2,4.9,-1.6,0.3,13.6,1.0
CCOC(=O)C1=C(CN2CCCCC2)NC(=O)NC1c1cc(C)ccc1C (stereo not given),13.0,10.5,2.2,-19.2,-5.3,-1.1,-13.7,-19.2,-0.4
CC1=CC(C)(C)Nc2cc(C)c(C)cc21,29.1,-6.1,1.5,0.8,12.4,-0.1,3.6,36.8,0.5
CCOC(=O)C1CCN(C(=O)c2ccccc2NC(=O)c2ccc(Br)cc2)CC1,-0.2,-0.7,-0.1,-20.4,7.5,-0.2,-8.2,6.1,0.2
CC(C)Cn1c(N)c(C(=O)COC(=O)c2cccc(F)c2)c(=O)n(C)c1=O,27.0,8.7,1.6,7.7,2.2,6.2,-18.8,-19.4,2.3
c1ccc(-c2nc(N3CCNCC3)nc3ccccc23)cc1,20.4,10.2,9.1,33.8,15.4,-1.1,-12.7,27.2,-1.0
O=C(O)Cn1c(O)c(C=Nc2ccccc2)sc1=S,-22.8&18.9,1.1&6.7,0.6&1.0,15.0&-11.6,0.9&-4.0,1.2&0.9,-15.9&-20.1,-32.3&-12.2,1.7&1.4
COc1cccc(CSc2nnc(-c3ccc(F)cc3)o2)c1,57.3,17.8,1.0,-44.2,-21.0,-1.5,-8.8,14.7,-0.8
CCOC(=O)C1=NN(c2ccc(F)cc2)C2=NC(C)=C(C(=O)OC)C(c3cccs3)N12 (stereo not given),·,3.6,-0.7,1.3,10.9,-0.5,-3.8,·,0.5
CCCN1C(=O)CC(C(=O)OC)=C1C,9.7,-4.2,-0.9,-17.1,3.6,-1.3,10.4,12.2&26.3,0.9
Cc1cc(=O)[nH]c(SCC(=O)Nc2nnc(CC(C)C)s2)n1,26.0,2.4,0.8,-3.2,-2.3,1.2,-10.6,-8.1,0.5
O=C1c2ccccc2N2C(=O)c3ccccc3[C@H]2N1c1ccccc1,-41.4,14.9,-1.0,-2.6,-13.5,-1.2,-7.8,21.4,0.1

# One compound at a time, as listed above. Order of screens: CHOP inhibitor, NPY-Y1 antag, S1P4 ag, NPY-Y1 PAM-ag, NPY2 pot ag, TRPN1 ag, S1P4 antag, EP2 mod, TRPML3 ag
# Record of CCCCOc1ccc(-c2c(C(=O)Nc3ccccc3)c(C)[nH]c(=S)c2C#N)cc1 : 10.7, -3.5, 1.1, 1.4, 14.1, 0.1, -2.2, 72.8*, 0.7
# Record of CCCN1C(=O)CC(C(=O)OC)=C1C : 9.7, -4.2, -0.9, -17.1, 3.6, -1.3, 10.4, 12.2&26.3, 0.9
# Record of COC(=O)C1=C(N)Oc2c(oc(CO)cc2=O)C1c1ccccc1F (stereo not given) : 2.5, 0.4, -0.5, -17.0, -7.5, 0.1, -6.9, 38.8, -0.3

# Continued:
SMILES,CHOP inhibitor,NPY-Y1 antag,S1P4 ag,NPY-Y1 PAM-ag,NPY2 pot ag,TRPN1 ag,S1P4 antag,EP2 mod,TRPML3 ag
CCOC(=O)c1c(-c2cccs2)csc1NC(=O)C(C)(C)C,-6.3,4.4,-0.3,18.5,12.3,-0.1,-12.5,42.2,0.8
OCCC1CN(Cc2c(F)cccc2Cl)CCN1C1CCCC1 (stereo not given),7.1,8.2,-1.4,-6.3,-19.4,6.5,4.6,-10.2,0.5
Cc1ccc(-c2c[n+](Cc3cccc(Cl)c3)c3n2CCC3)cc1,-22.7,·,1.6,-14.6,-8.6,-0.2,-8.5,5.0,0.4
COC(=O)c1ccc(OC(=O)c2ccc(OC)cc2)c(OC)c1,8.1,1.8,-2.1,-15.4,-2.3,0.7,-6.5,-15.9,1.8
Cc1ccccc1-n1cnnc1SCC(=O)N1CCN(c2ccccc2)CC1,8.4,1.1,3.4,-12.1,-12.3,2.5,0.9,11.3,0.7
CCN(CC(=O)Nc1ccc(Cl)c(S(=O)(=O)N(C)C)c1)CC(=O)NC(C)C,-7.7,1.2,0.2,7.8,2.5,-1.8,7.4,-10.6,0.6
Cc1ccc(C(=O)NNC(=O)CSc2nnc3c(n2)[nH]c2ccc(C)cc23)cc1,104.2*,2.4,3.8,-4.2,-8.3,0.2,4.3,12.4,0.5
O=C(Nc1ccc2c(c1)OCCO2)c1cc2sccc2n1Cc1ccc(F)cc1,33.7,6.8,0.4,-3.4,-15.2,1.2,-32.2,-5.3,0.1
